# TRAIL sens C8: viability loss with TRAIL in NB7+C8 cells, primary screen, TRAIL sensitizer project, cell-based, ATPlite luminescence | inhibition (viability loss, TRAIL sensitization), % at 10 µM | 1% of 360,000 active | AID 624354, 2012;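 active means compounds causing at least 50% loss of cell viability in the single-dose screen, relative to plate controls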
# TROY signal inh: inhibitors of TROY-driven NF-kB signaling, primary screen, Q293 LMP1-TROYcd cells, NF-kB luciferase, uHTS. Q293 LMP1-TROYcd NF-kB luciferase reporter, 4 h. inhibition, % at 10 µM. 0.98% of 360,000 active;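 active means compounds whose plate-normalised and pattern-corrected inhibition of the luciferase reporter signal at the single screening dose is 50% or more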
# KKLEB tox: cytotoxicity in KKLEB CF airway cells, primary screen, cytotoxicity control for CF NF-kB inhibitor project, cell-based, uHTS, fluorescence assay plates | KKLEB CF airway cells viability, ATPlite luminescence, overnight; active compounds read low; cells stimulated with P. aeruginosa culture filtrate | activity change (cytotoxicity), % at 5 µM | 0.36% of 360,000 active | AID 602141, 2011;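 active means corrected activity change at or below -50% at 5 µM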
# NCOA1 inh: SRC1 coactivator transcriptional activity inhibitors, primary screen, cell-based, luminescence; Nuclear receptor coactivator 1 (Homo sapiens), Q15788; 0.12% of 360,000 active; inhibition, % at 3.6 µM; HEK293 GAL4-SRC1 luciferase reporter; AID 588354, 2011;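 active means inhibition above the campaign mean plus 3 SD, with each screening campaign given its own cutoff, cut at about 60% in these data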;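 further: 0% = DMSO treated cells and 100% = gossypol at 36 µM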
# Shn3 inh set2: reduction of Shn3 3'UTR firefly luciferase signal, primary screen, Schnurri-3 inhibitor project, cell-based, Clone20 osteoblasts, set 2. Clone20 osteoblast Shn3 3'UTR firefly luciferase, 24 h. inhibition, % at 12.5 µM. 0.52% of 360,000 active. AID 588674, 2011;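 active means mean inhibition of at least 75% with every replicate also reaching 75%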;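 further: 0% = median of neutral control wells and 100% = pilot-screen positive control compound; some compounds past the cut are filed as inactive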
# NR2F2 inh: NR2F2 transcriptional activity inhibitors, primary screen, cell-based, luciferase reporter, HEK293T, luminescence; COUP transcription factor 2 (Homo sapiens), P24468; HEK293T NGFI-A luciferase reporter; 0.7% of 370,000 active; AID 686940, 2013; inhibition, % at 8.6 µM;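 active means inhibition above a per-plate cutoff, mean inhibition of test wells between control levels plus 3 SD, cut at about 38% in these data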;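 further: cells cotransfected with COUP-TFII expression vector driving the NGFI-A reporter; 0% = median of COUP-TF2 test wells and 100% = reporter-only cells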
# Target sequence (P24468 whole entry, looked up): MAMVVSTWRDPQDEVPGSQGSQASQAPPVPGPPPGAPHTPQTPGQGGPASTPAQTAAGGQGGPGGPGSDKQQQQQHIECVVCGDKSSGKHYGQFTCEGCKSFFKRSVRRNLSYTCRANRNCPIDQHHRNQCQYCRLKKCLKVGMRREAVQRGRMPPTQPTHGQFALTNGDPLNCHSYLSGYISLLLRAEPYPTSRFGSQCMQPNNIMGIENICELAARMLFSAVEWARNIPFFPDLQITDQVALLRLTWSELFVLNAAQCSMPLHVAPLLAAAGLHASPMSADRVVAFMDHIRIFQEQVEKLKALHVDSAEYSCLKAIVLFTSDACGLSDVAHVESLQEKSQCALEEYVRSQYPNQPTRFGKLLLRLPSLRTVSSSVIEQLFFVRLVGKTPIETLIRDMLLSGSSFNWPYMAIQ
# TWEAK Fn14 block: inhibitors of TWEAK-Fn14 signaling, primary screen, luciferase reporter cells, uHTS; TWEAK-stimulated Fn14 reporter cells, luciferase luminescence, 8 h; inhibition, % at 10 µM; 2% of 360,000 active; AID 1159606, 2016; in the data active means inhibition above about 50%
# EBV LMP1 NFkB: EBV LMP1-driven NF-kappaB luciferase reporter inhibitors, primary screen, cell-based, luminescence, single point; LMP1-induced NF-kappaB luciferase reporter cells; inhibition, % at 12.5 µM; 0.69% of 350,000 active; in the data active means inhibition above about 41%;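 further: 0% = neutral control wells and 100% = reference inhibitor control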
# SRC3 inh: SRC3 coactivator transcriptional activity inhibitors, primary screen, cell-based, luminescence; Nuclear receptor coactivator 3 (Homo sapiens), Q9Y6Q9; HEK293 GAL4-SRC3 luciferase reporter; inhibition, % at 3.6 µM; 0.17% of 360,000 active; AID 588352, 2011;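 active means inhibition above a per-campaign cutoff, the mean of all compounds plus 3 SD, cut at about 60% in these data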;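 further: 0% = DMSO-treated cells and 100% = gossypol-treated cells at 36 µM; higher means less SRC3-driven luciferase light from the GAL4 reporter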
# LRH-1 inv ag: LRH-1 (NR5A2) inverse agonists, primary screen, cell-based, luminescence, HEK293T, StAR-luciferase reporter | Nuclear receptor subfamily 5 group A member 2 (Homo sapiens), O00482 | LRH-1 transfected, 24 h | inhibition, % at 3.6 µM | 0.13% of 360,000 active;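 active means inhibition above the mean inhibition of all tested compounds plus 3 SD, cut at about 73% in these data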;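 further: 0% = DMSO wells and 100% = reporter-only cells lacking LRH-1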
# Target sequence (O00482 whole entry, looked up): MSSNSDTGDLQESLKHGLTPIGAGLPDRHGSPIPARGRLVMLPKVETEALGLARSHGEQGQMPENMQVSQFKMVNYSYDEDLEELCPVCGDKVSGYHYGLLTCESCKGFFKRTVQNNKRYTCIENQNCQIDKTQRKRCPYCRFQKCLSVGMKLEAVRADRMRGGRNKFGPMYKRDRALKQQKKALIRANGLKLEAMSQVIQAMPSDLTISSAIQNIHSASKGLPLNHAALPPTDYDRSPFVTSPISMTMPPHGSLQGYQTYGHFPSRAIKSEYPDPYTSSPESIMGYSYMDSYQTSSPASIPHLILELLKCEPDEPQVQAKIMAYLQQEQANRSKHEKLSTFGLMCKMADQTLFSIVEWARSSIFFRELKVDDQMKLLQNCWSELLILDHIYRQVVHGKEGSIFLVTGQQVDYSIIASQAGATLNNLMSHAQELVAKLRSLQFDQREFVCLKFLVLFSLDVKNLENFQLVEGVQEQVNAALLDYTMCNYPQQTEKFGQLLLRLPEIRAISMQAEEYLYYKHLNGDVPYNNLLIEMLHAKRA
# CF NFkB inh: inhibitors of PAF-induced NF-kB signaling, primary screen, cell-based, GFP fluorescence, uHTS | KKLEB NF-kB-GFP reporter, GFP fluorescence overnight | inhibition, % at 5 µM | 0.86% of 360,000 active;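 active means at least 50% inhibition at 5 µM, scaled per plate between neutral and stimulator controls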;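 further: PAF is a Pseudomonas aeruginosa culture filtrate used as stimulus; plate controls were PAF-stimulated DMSO wells for no effect and unstimulated DMSO wells for full effect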
# An asterisk follows results filed as active; . = no result given. These rows are one share of the data. The share of hits here may be higher or lower than overall.
Molecule	LRH-1 inv ag	CF NFkB inh	KKLEB tox	TRAIL sens C8	Shn3 inh set2	TWEAK Fn14 block	TROY signal inh	EBV LMP1 NFkB	SRC3 inh	NR2F2 inh	NCOA1 inh
CCOc1ccc(NS(=O)(=O)c2ccc3[nH]cc(C(=O)NC(C)CC)c(=O)c3c2)cc1 (stereo not given)	18	-15	2	-4	11	0	4	-5	4	3	2
COc1ccc(C(=O)NCCSCc2ccccc2Cl)cc1OC	-4	3	-5	4	11	-23	1	8	-28	-29	2
O=C(COc1ccc(S(=O)(=O)N2CCOCC2)cc1Cl)NCc1ccc2c(c1)OCO2	26	7	3	-30	5	-11	19	9	9	20	6
CCOc1ccccc1/C=N/NC(=O)CNC(=O)c1ccc(S(=O)(=O)N2CCOCC2)cc1	-1	3	0	-2	-22	7	-3	6	23	-25	17
C=CCn1c(=N)n(CC(=O)OC)c2ccccc21	-4	12	-16	-37	-12	-8	7	-7	7	-5	-6
O=C(CN1C(=O)C2CCCCC2C1=O)Nc1cc([N+](=O)[O-])ccc1F (stereo not given)	-13	14	5	4	3	-3	-1	2	7	-15	1
CC1=C(C)C(=O)N(C(C)CCc2ccccc2)C1=O (stereo not given)	7	14	-2	-4	-10	6	30	-5	0	6	-15
Oc1ccc(/C=N/Nc2ccc(Cl)nn2)c(O)c1O	-4	9	-8	10	59	17	-11	-4	-14	4	-1
COc1ccc(/C=N/NC(=O)c2cc(C)oc2C)cc1OC	-17	8	-22	0	-4	2	-16	7	9	0	-18
COc1cc(C(c2c(C)[nH][nH]c2=O)c2c(C)[nH][nH]c2=O)ccc1OCc1ccc([N+](=O)[O-])cc1	-55	-11	-13	8	-64	8	-29	-21	-48	-9	-59
COc1ccc(C2/C=C\CN(C(=O)c3ccccc3)CC(=O)N2Cc2cccc(F)c2)cc1 (stereo not given)	-23	-7	0	2	4	4	-6	0	-21	8	0
CC(C)/C=N/NC(=O)c1ccc(Cl)cc1	-20	6	1	10	-5	12	-27	-6	-2	-3	-12
COc1ccccc1/C=C/[C@@H]1C[C@H]2CN(Cc3cccc(Cl)c3)C(=O)[C@]23CCCN13	4	7	-6	20	30	-12	-2	3	16	8	-1
COc1ccc(CC(NC(C)=O)C(=O)NC2CCN(C(=O)c3ccccc3F)CC2)cc1 (stereo not given)	9	-2	-1	7	7	20	5	2	-12	-1	-11
COc1cccc(C(=O)OC(C)CN2CCCC2)c1 (stereo not given)	-5	-4	10	4	-4	-14	-18	1	-18	15	1
COc1ccc(-c2cc(=O)c3c(O)c(OC)c(OC)c(OC)c3o2)cc1	3	11	-17	1	-12	-34	-23	1	-17	-24	-7
O=C(O)c1ccc(COc2ccc3c4c(c(=O)oc3c2)CCC4)o1	0	3	5	3	-6	30	-40	13	-6	1	-6
O=C(C[n+]1ccc(Cc2ccccc2)cc1)Nc1ccccc1	6	1	12	-7	-26	-19	14	10	-7	-1	-2
CC(C)CC(=O)NC(=S)Nc1cccc2nsnc12	-17	46	-3	-9	3	45	8	-9	18	18	-37
O=S1(=O)N=C(N/N=C/c2ccccn2)c2ccccc21	-2	-11	2	-3	17	-21	2	0	31	1	-8
Cc1ccc(C(C)C)cc1OCC(=O)N1CCN(C(=O)c2ccco2)CC1	14	-16	-13	-3	1	-6	-11	1	1	6	-4
CN(CC(=O)Nc1ccccc1Oc1ccccc1)Cc1ccccc1F	-4	-12	2	7	10	0	-4	-1	2	6	9
COc1ccc(N2CCN(C(=O)COc3ccc4c(C)cc(=O)oc4c3)CC2)cc1	23	-21	3	-3	-11	-21	-2	-14	-5	4	-10
Cc1ccc2c(CN3CCN(S(=O)(=O)c4ccccc4C(F)(F)F)CC3)cc(=O)oc2c1	1	36	10	-4	36	-10	10	-1	8	11	-6
CCCS(=O)(=O)NC(=O)C1(C)CCCN(C(=O)c2cccc(C)c2C)C1 (stereo not given)	-23	6	15	-3	5	1	2	.	-9	.	-2
O=C(CNC(=O)c1nn(Cc2ccccc2)c(=O)c2ccccc12)Nc1ccc(F)c(F)c1F	13	47	-56*	15	8	-16	13	5	-13	1	-8
COc1ccc(/C=C/c2c([N+](=O)[O-])c(=O)n(C)c(=O)n2C)c(OC)c1OC	14	28	-22	-4	-7	16	8	7	-4	2	-11
Cc1ccc(NC(=O)CN(C)C2CCCCC2)cc1Br	18	22	3	6	-22	-5	-7	-3	28	19	-5
O=C(CNS(=O)(=O)c1cccs1)NCc1ccc(F)cc1	-7	11	6	2	1	4	1	-4	0	3	4
CC1(C(=O)Nc2ccc3c(c2)OCO3)CCN1Cc1cccc2c1OCO2 (stereo not given)	17	-13	-6	11	0	6	0	.	-10	8	-5

# (next part)
Molecule	LRH-1 inv ag	CF NFkB inh	KKLEB tox	TRAIL sens C8	Shn3 inh set2	TWEAK Fn14 block	TROY signal inh	EBV LMP1 NFkB	SRC3 inh	NR2F2 inh	NCOA1 inh
COc1ccc(O)c(C(=O)c2cc(C#N)c(=O)n(Cc3ccccc3)c2)c1	6	-5	-2	19	35	-19	-11	1	-7	2	-14
CN(C)/C=N/C(=S)Nc1ccccc1F	-4	-12	8	11	-19	74*	.	-5	-30	-2	-44
CN(CC(=O)Nc1ncn[nH]1)S(=O)(=O)c1ccc(Br)cc1	13	-16	41	-4	-4	-20	-2	-4	11	-9	11
CCOC(=O)[C@H]1[C@H]2COc3ccc(Cl)cc3[C@@H]2N2C(=O)CN(Cc3ccc(Cl)cc3)C(=O)[C@@]12C	-13	-4	-4	3	17	11	-6	4	7	-12	-3
O=C(NNS(=O)(=O)c1ccccc1)c1ccccc1-n1cccc1	6	-8	8	-2	13	2	-7	1	9	-3	-20
COc1ccc(NS(=O)(=O)c2cccc(C(=O)N/N=C/c3cn(-c4ccccc4)nc3-c3ccc(OC)cc3)c2)cc1	17	-11	-7	10	-48	6	-34	-23	-30	-12	-4
Cc1nc(NC(=O)CCc2ccccc2)ccc1Br	-87	6	-4	-8	-21	0	-54	-16	-50	-26	-53
O=C(O)CCCCCNC(=O)CCn1nnc2ccccc2c1=O	25	-16	6	-16	0	-2	3	7	10	7	9
Cc1ccc(N2CC(NC(=O)C(=O)c3c(C)[nH]c4ccccc34)CC2=O)cc1C (stereo not given)	-41	-17	-2	-12	6	0	-14	1	-20	4	-2
CS(=O)(=O)c1ccc(NCCc2ccccn2)c([N+](=O)[O-])c1	-1	23	8	3	-4	21	15	-1	-18	12	-4
Cc1ccc(/C=N/NC(=O)c2cc(C)oc2C)o1	-24	6	10	-10	-15	3	0	-1	-14	-15	-26
O=C(Nc1ccccc1C(=O)Nc1ccccc1)c1ccccc1F	-18	-3	22	4	-17	9	-4	-2	-18	15	-2
CC(C)C[C@@H](CN)NC(=O)c1nc[nH]c1C(=O)N[C@@H](CC(=O)O)C(=O)CNC[C@H](C)NC(=O)c1nc[nH]c1C(=O)N[C@@H](CC(=O)O)C(=O)O	-8	-31	14	-5	-12	11	-5	2	-13	2	9
NC1=NC(=O)/C(=C/c2ccccc2OS(=O)(=O)c2ccc3ccccc3c2)S1	10	-5	-6	-2	6	1	0	-1	-2	-2	-12
CCOC(=O)c1cc(-c2ccccc2)n(CC(=O)Nc2ccc(OCC)cc2)c1C	-9	14	3	4	13	0	3	-12	3	9	15
Fc1ccc2nc3n(c2c1F)CCCCCC3	6	29	-2	15	-13	6	8	8	25	-3	11
Cc1noc(NS(=O)(=O)c2ccc(NC(=O)Cc3ccc([N+](=O)[O-])cc3)cc2)c1C	-11	-15	0	-5	-4	-6	-2	5	-12	-3	-20
O=C(N/N=C/c1ccc(N2CCOCC2)s1)c1ccccc1Br	12	3	-4	-14	-6	12	-10	17	-15	-1	-6
Cc1cc(Cl)ccc1NC(=S)N1CCN(Cc2ccc3c(c2)OCO3)CC1	-3	-3	6	-16	3	6	16	7	-2	-3	-3
COc1ccc(/C=N/NC(=O)c2ccc(NC(=O)C3CCCCC3)cc2)cc1O	24	13	2	-26	2	-17	-1	2	7	-14	-14
CCCCc1cc(=O)oc2cc(OC(C)C(=O)NCC3CCC(C(=O)O)CC3)c(Cl)cc12 (stereo not given)	2	9	-14	6	1	-1	-1	-9	11	2	3
COc1ccc(CN2CCNC(=O)C2CC(=O)N2CCCCO2)cc1OC (stereo not given)	-6	11	-4	-3	3	-1	-4	3	-3	4	-3
O=C(Nc1nccs1)c1ccc(S(=O)(=O)N2CCOCC2)cc1	8	3	-6	-3	-14	7	-30	1	-4	-5	-21
CN(Cc1ccc(Cl)cc1Cl)C(=O)Cc1ccc(S(=O)(=O)N2CCOCC2)s1	16	-12	0	3	-2	-10	5	-4	3	4	-7
COC(=O)C(C)Sc1nc2ccsc2c(=O)n1Cc1ccccc1 (stereo not given)	4	-10	5	6	-2	16	-14	-6	-6	2	-26
O=C(Nc1ccnc(-c2ccncc2)n1)c1cccs1	3	10	2	-4	-4	-10	7	0	0	-4	-2
Cn1c(SSc2ccc(-c3cccnc3)n2C)ccc1-c1cccnc1	36	46	-16	8	16	69*	49	6	13	13	6
CC(=O)n1nc(-c2ccccc2)nc1NCc1ccc(F)cc1	-23	15	-10	7	-20	-1	-36	-2	3	-8	-11
CS(=O)(=O)N1N=C(c2ccc3nccnc3c2)CC1c1ccccc1 (stereo not given)	-9	-4	-13	-5	-5	-8	-23	-16	-41	22	-9
CC(C)Oc1cccc(C(=O)C2CCCN(C(=O)c3noc4c3CCCC4)C2)c1 (stereo not given)	-16	3	-2	2	4	11	4	8	-12	10	10
CC(O)(c1ccc(F)c(F)c1)c1nc(-c2cc3ccccc3o2)cs1 (stereo not given)	1	-8	9	3	-9	23	2	.	13	6	9
O=C(CCc1ccccc1)OCCOC(=O)CCc1ccccc1	-10	-12	8	-12	11	12	11	0	3	7	-18

# 2 entries from above, as labelled records:
COc1ccc(NS(=O)(=O)c2cccc(C(=O)N/N=C/c3cn(-c4ccccc4)nc3-c3ccc(OC)cc3)c2)cc1
  LRH-1 inv ag: 17; CF NFkB inh: -11; KKLEB tox: -7; TRAIL sens C8: 10; Shn3 inh set2: -48; TWEAK Fn14 block: 6; TROY signal inh: -34; EBV LMP1 NFkB: -23; SRC3 inh: -30; NR2F2 inh: -12; NCOA1 inh: -4
Cc1nc(NC(=O)CCc2ccccc2)ccc1Br
  LRH-1 inv ag: -87; CF NFkB inh: 6; KKLEB tox: -4; TRAIL sens C8: -8; Shn3 inh set2: -21; TWEAK Fn14 block: 0; TROY signal inh: -54; EBV LMP1 NFkB: -16; SRC3 inh: -50; NR2F2 inh: -26; NCOA1 inh: -53
